Source: PubChem
Growth percent in the NCI-60 one-dose screen (48 h, 10 µM unless noted): 100 = growth as untreated, 0 = no growth, -100 = all killed.
CCRF-CEM: CCRF-CEM leukemia. hit rate 7% among 77,000. AID 1794778
RPMI-8226: RPMI-8226 leukemia cells; hit rate 7.5% among 77,000
HOP-92: HOP-92 NSCLC cells. hit rate 6.3% among 71,000
EKVX: EKVX NSCLC. hit rate 3% among 71,000. AID 1794765
M14: M14 melanoma. hit rate 6.2% among 80,000
HOP-62: HOP-62 NSCLC; hit rate 3.9% among 80,000
A549/ATCC: A549/ATCC NSCLC; hit rate 3.7% among 81,000; AID 1794740
MOLT-4: MOLT-4 leukemia cells; hit rate 6.9% among 80,000; AID 1794779
Active calls of the source: *; / = no result given; & = joins results of further samples. Rule for the calls: active = growth percent below 10; inactive = the rest.

Key to letters: A = CCRF-CEM; B = RPMI-8226; C = HOP-92; D = EKVX; E = M14; F = HOP-62; G = A549/ATCC; H = MOLT-4
OC(CNCCN1CCNCC1)Cc1ccccc1 (centres undefined)
  A: 83	B: /	C: /	D: 106	E: 104	F: 97	G: 109	H: 96
COc1cccc(/C=C2\Cc3ccccc3C2=O)c1
  A: /	B: 99	C: 86	D: /	E: 109	F: 96	G: 87	H: 93
OC1CCN(CCCOc2c3ccc(Cl)cc3nc3c2oc2ccc(Cl)cc23)CC1
  A: -29*	B: -8.8*	C: 9.7*	D: 35	E: -94*	F: 41	G: -53*	H: 0.2*
O=C(CN1CCN(c2cc3c(cc2F)c(=O)c(C(=O)O)cn3C2CC2)CC1)N/N=C/c1ccncc1
  A: 94	B: 93	C: 94	D: 98	E: 96	F: 92	G: 87	H: 101
CC1(C)CC2=C3C=C[C@@H]4[C@@]5(C)CCC(=O)C(C)(C)[C@@H]5CC[C@@]4(C)[C@]3(C)CC[C@@]2(C(=O)O)C[C@H]1O
  A: 13	B: -7.1*	C: -7.2*	D: 35	E: 18	F: 30	G: 26	H: 20
Cc1cccc(C)c1C(=O)c1ccccc1Cc1ccc2ccccc2c1
  A: 91	B: 89	C: 74	D: /	E: 99	F: 109	G: 82	H: 95
CN1C(=O)C(=Cc2cn(CC(O)CN3CCCC3)c3ccccc23)C(=O)N(C)C1=O (centres undefined)
  A: 101	B: /	C: 87	D: 107	E: /	F: 91	G: 106	H: 98
COC1(OC)C2(Cl)CC(OC(C)=O)C1(Cl)C(Cl)=C2Cl (centres undefined)
  A: 102	B: 106	C: 135	D: /	E: 104	F: 100	G: 107	H: 114
COC12C=C/C(=C(/C(=O)OCc3ccncn3)C(=O)CCCCCCCCC3(OC)C=C/C(=C(/C(=O)OCc4ccncn4)C(=O)CCCCCCCC1)O3)O2
  A: -15*	B: -22*	C: -54*	D: -16*	E: -22*	F: 23	G: 6.4*	H: -7.7*
O=C(NNC(=O)c1ccc(NC(=O)c2ccccn2)cc1)Nc1ccc2ccccc2c1
  A: 104	B: 109	C: 108	D: 113	E: 115	F: 115	G: 108	H: 108
COc1cc(OC)c(/C=C/S(=O)(=O)Cc2cnc(OC)c(N)c2)c(OC)c1
  A: 16	B: 29	C: 86	D: 38	E: 10	F: 24	G: 9.4*	H: 1.8*
C#CCC1(c2ccccc2)NS(=O)(=O)c2ccccc21 (centres undefined)
  A: 94	B: 96	C: 96	D: 103	E: 109	F: 91	G: 93	H: 87
CCCCC1CCCCN1C(=O)OCC(C)C (centres undefined)
  A: 96	B: 93	C: 91	D: 112	E: 101	F: 117	G: 94	H: 79
SCc1ccc(CS)cc1
  A: 98	B: 103	C: 77	D: 104	E: 106	F: 102	G: 110	H: /
CCn1cc(-c2nc(N)[nH]c(=O)c2C#N)c(-c2ccc(Br)cc2)n1
  A: 111	B: 108	C: /	D: 96	E: 99	F: 90	G: 86	H: 94
CN(C)CCN1c2ccccc2Oc2ccccc21
  A: 107	B: 109	C: 55	D: 101	E: 92	F: 83	G: 87	H: 82
Cc1cccc2c1nc(-c1ccc3c(c1)OCO3)n2Cc1c(F)cccc1F
  A: 98	B: 69	C: 75	D: 91	E: 93	F: 95	G: 77	H: 70
C#CCOC(=O)[C@]1(C)CCC[C@@]2(C)[C@H]1CC(C=O)=C1C=C(C(C)C)CC[C@@H]12
  A: 99	B: 91	C: 98	D: 92	E: 99	F: 101	G: 92	H: 85
CCCCCOC(=O)c1cccc(NC(=O)CN(CC)CC)c1
  A: 79	B: 97	C: 76	D: 100	E: 87	F: 87	G: 96	H: 88
CCC=Nc1c(O)cc(-c2ccccc2)n(C)c1=O
  A: 78	B: 98	C: /	D: /	E: 104	F: 97	G: 98	H: 61
CC(=C(c1ccc(OCCN2CCCCC2)cc1)c1ccc(OCCN2CCCCC2)cc1)c1ccccc1
  A: -19*	B: -31*	C: 8.7*	D: 74	E: -47*	F: 10	G: 33	H: /
Cc1nc(C(Cl)(Cl)Cl)[nH]c(=O)c1SCCO
  A: 118	B: 127	C: 98	D: 87	E: 112	F: 114	G: 98	H: 51
CC(C)C(=O)C(CCN(C)C)c1ccncc1 (centres undefined)
  A: 88	B: 95	C: 101	D: 103	E: 105	F: 106	G: 97	H: 91
O=C(/C=C/c1cc(Cl)ccc1Cl)Nc1ncc(Cc2ccc(Cl)cc2)s1
  A: 11	B: 16	C: -11*	D: 30	E: 6.0*	F: 1.3*	G: 12	H: 15
CCCCCCCCCCCCCCCCCOC(=O)CCCCCCCCCCCCC
  A: 88	B: 103	C: /	D: 102	E: 112	F: 124	G: 97	H: 109
COc1cccc2c1C(=O)c1c(O)c3c(c(O)c1C2=O)C[C@@](O)(/C(C)=N/NC(=O)c1ccc(Cl)cc1)C[C@@H]3OC1CC(N)C(O)C(C)O1 (some centres undefined)
  A: -11*	B: -29*	C: -6.2*	D: /	E: -60*	F: -17*	G: -33*	H: -31*
CCN(CC)CCCN(C(=O)C(c1ccccc1)c1ccccc1)c1ccc(OC)cc1
  A: 79	B: 75	C: 73	D: 74	E: 89	F: 55	G: 93	H: 87
CC/C(=C\c1ccc(O)cc1O)c1ccc2ccc(O)cc2[o+]1
  A: 98	B: 99	C: 118	D: 98	E: 106	F: 115	G: 95	H: 89
COc1cc(/C=C2\NC(=O)N(/C=C3\C(=O)Oc4ccccc4C3=O)C2=O)ccc1O
  A: 109	B: 105	C: 89	D: 106	E: 95	F: 92	G: 108	H: 99
CN(C)c1ccc(/C=N\NC(=O)c2cccnc2)cc1
  A: 95	B: 91	C: 115	D: 124	E: 106	F: 112	G: 109	H: 85

9 successive compounds already listed, quoted:
Key to letters: A = CCRF-CEM; B = RPMI-8226; C = HOP-92; D = EKVX; E = M14; F = HOP-62; G = A549/ATCC; H = MOLT-4
Cc1nc(C(Cl)(Cl)Cl)[nH]c(=O)c1SCCO
  A: 118	B: 127	C: 98	D: 87	E: 112	F: 114	G: 98	H: 51
CC(C)C(=O)C(CCN(C)C)c1ccncc1 (centres undefined)
  A: 88	B: 95	C: 101	D: 103	E: 105	F: 106	G: 97	H: 91
O=C(/C=C/c1cc(Cl)ccc1Cl)Nc1ncc(Cc2ccc(Cl)cc2)s1
  A: 11	B: 16	C: -11*	D: 30	E: 6.0*	F: 1.3*	G: 12	H: 15
CCCCCCCCCCCCCCCCCOC(=O)CCCCCCCCCCCCC
  A: 88	B: 103	C: /	D: 102	E: 112	F: 124	G: 97	H: 109
COc1cccc2c1C(=O)c1c(O)c3c(c(O)c1C2=O)C[C@@](O)(/C(C)=N/NC(=O)c1ccc(Cl)cc1)C[C@@H]3OC1CC(N)C(O)C(C)O1 (some centres undefined)
  A: -11*	B: -29*	C: -6.2*	D: /	E: -60*	F: -17*	G: -33*	H: -31*
CCN(CC)CCCN(C(=O)C(c1ccccc1)c1ccccc1)c1ccc(OC)cc1
  A: 79	B: 75	C: 73	D: 74	E: 89	F: 55	G: 93	H: 87
CC/C(=C\c1ccc(O)cc1O)c1ccc2ccc(O)cc2[o+]1
  A: 98	B: 99	C: 118	D: 98	E: 106	F: 115	G: 95	H: 89
COc1cc(/C=C2\NC(=O)N(/C=C3\C(=O)Oc4ccccc4C3=O)C2=O)ccc1O
  A: 109	B: 105	C: 89	D: 106	E: 95	F: 92	G: 108	H: 99
CN(C)c1ccc(/C=N\NC(=O)c2cccnc2)cc1
  A: 95	B: 91	C: 115	D: 124	E: 106	F: 112	G: 109	H: 85

Going on with the list:
Key to letters: A = CCRF-CEM; B = RPMI-8226; C = HOP-92; D = EKVX; E = M14; F = HOP-62; G = A549/ATCC; H = MOLT-4
COc1ccc(OC)c(/C=C/c2nnc(Nc3ccc(Cl)cc3)o2)c1
  A: 90	B: /	C: /	D: 68	E: 78	F: 35	G: 40	H: 90
CNC(=O)OCc1c(COC(=O)NC)c2n(c1C)CSC2
  A: 96	B: 102	C: 102	D: 98	E: 101	F: 97	G: 102	H: 107
O=C(NCc1ccco1)Nc1ccc(Cl)cc1
  A: 102	B: 93	C: 91	D: 102	E: 102	F: 96	G: 94	H: 98
CCCCc1nc(Cl)c(C2CC(C3C(=O)N(C)C(=O)N(C)C3=O)=NN2C(C)=O)[nH]1 (centres undefined)
  A: 95	B: /	C: /	D: 107	E: 101	F: 99	G: 94	H: 90
COc1ccc(-c2c(NC(=O)Nc3ccc(Cl)cc3)cnn2-c2ccc(S(N)(=O)=O)cc2)cc1
  A: 79	B: 62	C: 78	D: 95	E: 95	F: 97	G: 90	H: 70
CN(C)c1ccc(C(=O)/C=C/c2ccccc2)cc1
  A: 112	B: 96	C: 107	D: 100	E: 102	F: 112	G: 93	H: 102
CCOC(=O)NCCCN1c2nc3ccccc3cc2Sc2cc3ccccc3nc21
  A: 88	B: 87	C: 49	D: 74	E: 99	F: 76	G: /	H: 73
O=C(Nc1cccc(N=Cc2c(O)ccc3ccccc23)c1)c1ccccc1
  A: 91	B: 95	C: /	D: 94	E: 91	F: 87	G: 95	H: 147
O=C(O)CC1C=CCC1 (centres undefined)
  A: /	B: /	C: /	D: 104	E: 110	F: 100	G: 104	H: 77
COc1ccc(/C=C2\N=C(c3ccccc3)N(c3cc(OC)c(OC)cc3C(=O)N3N=C(C)CC3=O)C2=O)cc1
  A: /	B: 48	C: 78	D: /	E: 98	F: 97	G: 104	H: 58
C/C(=N/NC(N)=S)C(=O)O
  A: /	B: 75	C: 107	D: /	E: 97	F: 107	G: 76	H: 28
[O-][n+]1ccccc1C(O)CSc1ccccc1 (centres undefined)
  A: 99	B: 89	C: 110	D: /	E: 98	F: 102	G: 100	H: 93
CCN(CC)CC(O)CN1CCN(c2cccc(Cl)c2)CC1 (centres undefined)
  A: 95	B: 103	C: 67	D: /	E: 98	F: 119	G: 126	H: 105
O=C(O)c1ccc(-n2cc(/C=N/Nc3c(F)c(F)cc(F)c3F)c(-c3ccc(I)cc3)n2)cc1
  A: 36	B: 51	C: 77	D: 57	E: 62	F: 96	G: 61	H: 41
COc1ccccc1CNC(=O)C1CSC2(C)c3ccccc3C(=O)N12 (centres undefined)
  A: 98	B: 97	C: 98	D: 103	E: 100	F: 98	G: 78	H: 97
CCOc1cccc(/C=N/NC(=O)C(=O)Nc2cccc(C(F)(F)F)c2)c1O
  A: 14	B: 29	C: 44	D: /	E: 13	F: 39	G: 21	H: 19
CCOC1=CC(=O)CCC1
  A: 96	B: 105	C: 98	D: 116	E: 94	F: 105	G: 101	H: 92
COc1cnc2c(c1)C(=O)c1c-2n(CCCn2ccnc2)c(=O)c2cc(Cl)ccc12
  A: -12*	B: -15*	C: 32	D: 40	E: -2.2*	F: -17*	G: 17	H: -24*
Cc1ccc(NC(=O)Nc2ccc(C)cc2)cc1
  A: 106	B: 108	C: 129	D: 103	E: 103	F: 104	G: 98	H: 97
C[C@@H]1CN(c2ccc3ncc(C#Cc4cncc(C(=O)Nc5ccc(CN6CCN(C)CC6)c(C(F)(F)F)c5)c4)n3n2)C[C@@H](C)O1
  A: -36*	B: -65*	C: -88*	D: -96*	E: -94*	F: -60*	G: -59*	H: 4.9*
Cn1ncc(CC(=O)O)c1N1C=Nc2ccccc2S1(=O)=O
  A: 102	B: 106	C: 93	D: 111	E: 98	F: 97	G: 101	H: 94
COc1nc2ccccc2cc1/C=C1/C=C(c2ccccc2)NC1=O
  A: 41	B: 54	C: 32	D: 52	E: 25	F: 39	G: 42	H: 22
COc1ccc(S(=O)(=O)NCCCNc2cc(-c3cn(C(C)(C)C)nc3-c3cccc(OC)c3)ccn2)cc1
  A: 95&104	B: 79&111	C: 87&102	D: 73&99	E: 101&100	F: 102&98	G: 96&106	H: 71&102
O=c1c2ccccc2nc(-c2ccccc2)n1-c1ccc(S(=O)(=O)Nc2ccccn2)cc1
  A: 103	B: 107	C: 90	D: 107	E: 103	F: 104	G: 102	H: 102
O=S(Cc1ccc(Cl)cc1)c1ccccc1 (centres undefined)
  A: 94	B: 99	C: 99	D: 102	E: 105	F: 119	G: 94	H: 96
Cc1ccc(C(=O)Nc2ccc(Oc3cc4cnn(C)c4cc3-c3cn[nH]c3)c(F)c2)c(=O)n1-c1ccc(F)cc1
  A: 51	B: 34	C: 23	D: 68	E: 25	F: 57	G: 35	H: 41
N#CCC1CCCCCC1
  A: /	B: 151	C: /	D: 103	E: 99	F: 97	G: 95	H: /
CC1CCC(=O)c2ccccc21 (centres undefined)
  A: 86	B: /	C: 71	D: 110	E: 99	F: 107	G: 102	H: 96
Cc1ccc2oc(=O)cc(-c3cc(-c4cc5ccccc5oc4=O)nc(N)c3C#N)c2c1
  A: 94	B: 73	C: 40	D: 79	E: 86	F: 36	G: 55	H: 94
OC1CCC(c2ccccc2)CC1 (centres undefined)
  A: 101	B: 102	C: 107	D: 121	E: 106	F: 110	G: 99	H: 96
Cc1c(C)c(Cl)c(C)c(C)c1Cl
  A: 106	B: 115	C: 101	D: 103	E: 107	F: 94	G: 99	H: 102
CC(=O)c1nc2ccccc2n1CCn1cc(CC(N)C(=O)O)c2ccccc21 (centres undefined)
  A: 83	B: 90	C: /	D: 82	E: 103	F: 98	G: 103	H: 84
Cc1cccc(CC2S/C(=N/c3ccccn3)NC2=O)c1 (centres undefined)
  A: 96	B: 93	C: /	D: 105	E: 101	F: 94	G: 90	H: 82
